Compound activity: PubChem, several laboratories
Avidin fluor = compound fluoresces at 488/530 nm on avidin beads | AID 1775 | actives 0.38% (n = 220,000) | fluorescence (KMESF) at 10 µM | compound fluorescence 488/530 nm, flow cytometry; stronger effect = higher value; in the data active = fluorescence above about 47; also: inactives centre near 10
RGS4-Gao reg = modulates binding of RGS4 to human Galphao. P09471. Multiplexed bead flow cytometry; actives lie on both sides. binding response (% of control), % at 10 µM. actives 0.33% (n = 220,000); in the data active = binding response below about 49% or above about 150%; inactive = in between;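 also: fluorescent Galphao activated with aluminum fluoride binding bead-coupled RGS4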
Mcl1 Noxa PPI = disrupts binding of human Mcl-1 to Noxa peptide; AID 1022; TR-FRET Mcl-1/Noxa peptide binding, 2 h; inhibition, % at 21.7 µM; actives 1.5% (n = 220,000);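 active = compounds that cut the protein-peptide binding signal by more than 50% relative to plate controls in a single-dose test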;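 also: His-tagged Mcl-1 with rhodamine Noxa BH3 peptide and terbium anti-His antibody; 0% = Mcl-1 plus Noxa peptide wells and 100% = peptide-only wells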
Target sequence (Q07820 whole entry, looked up): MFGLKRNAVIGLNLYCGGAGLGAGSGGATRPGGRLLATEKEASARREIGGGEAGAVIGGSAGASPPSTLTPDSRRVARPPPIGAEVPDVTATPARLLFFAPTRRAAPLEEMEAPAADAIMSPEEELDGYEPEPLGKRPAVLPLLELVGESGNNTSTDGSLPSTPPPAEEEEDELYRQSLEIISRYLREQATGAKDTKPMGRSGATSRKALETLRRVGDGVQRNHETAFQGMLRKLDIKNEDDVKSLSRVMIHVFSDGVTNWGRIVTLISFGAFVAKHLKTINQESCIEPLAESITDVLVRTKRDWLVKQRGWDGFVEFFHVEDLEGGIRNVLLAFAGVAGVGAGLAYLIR
RGS7-Gao reg = regulators of human RGS7-Galphao interaction; Multiplexed bead flow cytometry, RGS7-Galphao binding; actives lie on both sides; binding response (% of control), % at 10 µM; actives 0.35% (n = 220,000); in the data active = binding response below about 49% or above about 150%; inconclusive = no clear call, values can overlap the other calls; inactive = in between;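 also: fluorescent Galphao held in activated GDP-AlF4 state binding bead-coupled RGS7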
Mcl1-Bid inh = disrupts binding of human Mcl-1 to Bid peptide; AID 1021; Q07820; TR-FRET Mcl-1/Bid-Dy647 peptide binding, 1536-well; inhibition, % at 21.7 µM; actives 0.97% (n = 220,000);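 active = compounds that cut the binding signal by more than half at the single screening dose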;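 also: His-tagged Mcl-1 with europium anti-His antibody binding Bid BH3 peptide; 0% = Mcl-1 plus peptide wells and 100% = peptide-only wells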
Pf gamet viab = inhibitors of late stage P. falciparum gametocyte viability | P. falciparum stage V gametocytes, ATP luminescence, 24 h | inhibition, % at 10.9 µM | actives 0.065% (n = 150,000);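 active = inhibition above the mean plus 3 SD of compounds within the control limits, set per campaign, cut at about 38% in these data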;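 also: 0% = DMSO wells and 100% = medium only without gametocytes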
ABCB1 inh = blocks JC-1 efflux by human ABCB1 transporter; AID 1326; P08183; actives 0.067% (n = 190,000); inhibition, % at 6.6 µM; CCRF-Adr cells, flow cytometry; in the data active = inhibition above about 40%;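 also: 0% = vehicle and 100% = reference inhibitor; higher value means more JC-1 retained so stronger ABCB1 efflux block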
RGS8-Gao = regulators of human RGS8-Galphao interaction. P09471. multiplexed bead flow cytometry, RGS8-Galphao binding; actives lie on both sides. response (percent of control binding), % at 10 µM. actives 0.34% (n = 220,000). AID 1423; in the data active = response below about 60% or above about 140%; inactive = in between;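 also: Galphao activated as the GDP aluminium fluoride complex binding bead-coupled RGS8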
ABCG2 block = inhibitors of human ABCG2 transporter, ABCB1 counter-screen; Q9UNQ0; IgMXP3 cells, JC-1 efflux, flow cytometry; inhibition, % at 6.6 µM; actives 0.1% (n = 190,000);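 active = inhibition above 80%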;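 also: 0% = DMSO and 100% = nicardipine control wells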
Target sequence (Q9UNQ0 whole entry, looked up): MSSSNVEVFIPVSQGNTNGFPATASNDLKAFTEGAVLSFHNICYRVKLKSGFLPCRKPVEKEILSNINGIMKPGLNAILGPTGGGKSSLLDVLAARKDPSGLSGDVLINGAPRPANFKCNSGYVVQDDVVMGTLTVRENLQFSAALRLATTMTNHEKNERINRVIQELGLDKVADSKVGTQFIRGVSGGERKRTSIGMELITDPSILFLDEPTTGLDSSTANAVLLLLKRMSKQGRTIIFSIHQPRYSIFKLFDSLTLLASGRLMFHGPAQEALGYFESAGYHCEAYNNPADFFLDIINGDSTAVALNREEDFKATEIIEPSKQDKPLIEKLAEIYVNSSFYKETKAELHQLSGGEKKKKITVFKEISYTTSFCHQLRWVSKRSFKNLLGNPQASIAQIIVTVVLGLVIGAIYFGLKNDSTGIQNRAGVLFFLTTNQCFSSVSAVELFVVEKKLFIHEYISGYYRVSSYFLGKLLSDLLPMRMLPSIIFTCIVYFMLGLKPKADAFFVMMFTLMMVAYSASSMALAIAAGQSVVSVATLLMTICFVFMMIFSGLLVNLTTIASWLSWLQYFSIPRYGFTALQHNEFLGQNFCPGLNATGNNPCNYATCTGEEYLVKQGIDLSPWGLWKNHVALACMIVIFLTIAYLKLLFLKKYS
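Incubation: cells with compound and JC-1, 10 min at 25 °C, rotating, no wash / Test system: IgMXP3 (ABCG2) plus far-red-tagged CCRF-Adr (ABCB1) cells / Compound dosing: one concentration, 6.6 µM final / Also added: JC-1 fluorescent substrate / Evaluation: efflux inhibition in percent versus controls / Detection: flow cytometry, 530 nm JC-1 signal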
GSH bead fluor = GSH bead compound fluorescence profile; GSH beads flow cytometry, compound fluorescence 488/530 nm; stronger effect = higher value; fluorescence (KMESF) at 10 µM; actives 0.25% (n = 190,000); AID 1776; in the data active = fluorescence above about 89;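 also: glutathione beads carrying GST-tagged Bcl family fusion proteins plus one bare bead set; values are compound well signal with DMSO vehicle wells as background; inactives centre near 16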
Mcl-1 Bim block = disrupts Bim peptide binding to human Mcl-1 | Q07820 | Bead-based flow cytometry, Bim peptide-Mcl-1 binding | inhibition, % at 10 µM | actives 0.1% (n = 190,000) | AID 1009; in the data active = inhibition above about 40%;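 also: 0% = no compound tracer wells and 100% = peptide blocker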
* = called active by the depositor; ? = inconclusive; / = not tested or not shown; [ ] = remark or other dose.

SMILES	Avidin fluor	RGS4-Gao reg	Mcl1 Noxa PPI	RGS7-Gao reg	Mcl1-Bid inh	Pf gamet viab	ABCB1 inh	RGS8-Gao	ABCG2 block	GSH bead fluor	Mcl-1 Bim block
N#CC1(C#N)C(c2ccccc2)OC23CCCCCC2C1(C#N)C(=N)O3 (stereo unspecified)	10	104.4	10.2	105.4	-20.8	/	0.3	99.6	12.0	13	-6.0
O=C1Nc2ccc([N+](=O)[O-])cc2OC1CCN1CCN(Cc2ccc3c(c2)OCO3)CC1 (stereo unspecified)	8	96.2	-4.5	?	-36.4	-6.5	0.2	97.4	10.2	11	22.0
CCc1nnc(NC(=O)c2ccc(OC)cc2OC)s1	7	99.1	7.9	98.7	5.1	/	0.5	95.6	13.3	30	0.0
Cc1ccc(-c2c(C)n([O-])c3c([n+]2=O)CCCC3)cc1	11	103.2	-0.3	102.5	-17.8	0.8	0.6	100.7	0.5	18	2.0
CCOC(=O)c1cnc2c(Cl)cc(Cl)cc2c1NCCOCCO	22	102.5	3.1	102.4	-24.9	/	4.2	101.6	8.8	9	2.0
CC(C)OCCCNC(=S)Nc1ccc2nc3n(c(=O)c2c1)CCCCC3	12	99.9	-10.4	99.4	-37.0	-3.5	0.6	101.1	10.1	10	-1.0
COc1ccc(CN2CCCC(C(=O)c3ccc(SC)cc3)C2)cc1Cn1cccn1 (stereo unspecified)	2	97.0	-6.0	97.4	-26.8	-37.5	9.8	102.8	-0.6	15	-7.0
C=CCN1N=C(/C=C/c2ccccc2)CCC1=O	10	98.5	-4.0	99.0	0.2	15.0	0.0	102.2	1.3	10	1.0
O=C(O)COc1ccc(/C=N/n2c(COc3ccccc3)nc3ccccc3c2=O)cc1	24	90.9	16.0	90.5	8.2	25.7	-0.7	95.6	15.7	14	-3.0
O=C(CN1CCN(C2CCCCC2)CC1)c1ccc2cc[nH]c2c1	8	100.0	7.0	99.1	-30.7	/	0.2	99.8	0.0	23	-3.0
O=C(CCNC(=O)c1ccccc1)OCN1C(=O)c2ccccc2C1=O	17	104.5	9.7	101.4	4.1	3.2	0.5	102.1	4.3	9	-2.0
CCN(CC)S(=O)(=O)c1ccc2oc(C(=O)NCc3ccc(C)cc3)c(C)c2c1	5	103.3	-4.4	107.7	14.8	/	0.5	101.7	3.3	26	-2.0
CCCCOC(=O)n1c(SCC(=O)N(CC)CC)nc2ccccc21	4	81.9	5.1	85.0	-10.7	/	7.5	81.9	14.7	5	-3.0
CCC(C)(C)n1nnnc1C(c1ccccc1)N1CCc2ccccc2C1 (stereo unspecified)	10	102.3	1.3	104.0	3.6	/	1.0	102.5	7.7	11	-5.0
O=C(CNS(=O)(=O)c1cccs1)Nc1ccc2c(c1)OCCO2	7	104.5	-9.4	107.7	4.4	/	0.5	100.8	3.6	26	3.0
Cc1ccc(Cc2ccc(C(=O)NNC(N)=S)o2)cc1	10	98.9	-12.4	97.1	-80.7	6.5	-0.2	99.6	-0.3	14	-3.0
Cc1[nH]c2ccccc2c1/C=N/Nc1ccc([N+](=O)[O-])cc1	25	117.7	75.4*	132.0	-54.8	-7.3	8.1	101.2	7.3	14	-20.0
CSc1ccc(CN2C(=O)NC3(CCCCCC3)C2=O)cc1	50*	106.0	-4.3	218.9*[activator]	-19.7	7.2	-0.1	97.9	-1.6	9	3.0
O=C(Nc1ccccc1)N1CCCN(Cc2c(F)cccc2Cl)CC1	3	103.2	17.2	?	-0.6	-8.7	/	102.6	/	/	/
Cc1cccc(N2CCN(C(=O)c3cc4c(=O)n(C)c5ccccc5c4n3C)CC2)c1C	5	98.2	-105.1	96.9	-44.7	/	0.8	100.9	0.1	13	4.0
O=c1[nH]ncc(NCc2ccc(Cl)cc2)c1Cl	20	98.2	-4.0	97.4	-13.8	-7.7	0.0	100.0	-0.5	11	0.0
Cc1nc(C)c(C(=O)N/N=C/c2c[nH]c3ccccc23)s1	17	97.4	13.5	113.9	-16.6	/	0.2	101.4	6.2	11	-1.0
NC(=O)C1CCN(C(=O)c2ccc3c(=O)n(Cc4ccco4)c(SCC(=O)c4ccc(F)cc4)nc3c2)CC1	22	100.7	-12.5	99.1	-0.7	/	-0.3	99.4	-0.8	10	0.0
CCOc1ccc(Br)cc1S(=O)(=O)N1CCCC1	26	104.8	9.2	103.9	0.4	-7.4	0.3	105.5	-0.1	12	-5.0
O=C(CN1CCN(S(=O)(=O)c2ccc(Br)cc2)CC1)N/N=C/c1cccnc1	3	79.5	-11.2	78.0	-37.8	-8.5	-0.4	90.3	0.3	12	-6.0
COc1cccc(-n2c(SCc3ccccn3)nc3c(c2=O)SCC3)c1	8	104.0	13.5	106.8	82.1*	/	1.9	102.8	1.0	14	-2.0
CN(NC(=O)c1cccc(Cl)c1)c1nc(-c2ccccc2)nnc1C(F)(F)F	18	101.6	4.8	98.3	-12.5	9.0	0.0	101.5	-0.7	22	-1.0
CCS(=O)(=O)N1Cc2ccccc2CC1C(=O)Nc1ccc(F)cc1 (stereo unspecified)	/	102.5	8.3	?	-1.3	-21.2	/	100.0	/	/	/
O=C1/C(=C/c2ccc(O)c([N+](=O)[O-])c2)SC(=S)N1Cc1ccccc1	15	106.7	56.4*	105.5	13.4	/	0.1	99.4	1.5	15	-2.0
COc1cc(S(=O)(=O)N2CCOCC2)ccc1N	11	71.7	-5.1	62.0	-20.1	2.7	0.5	103.2	3.3	27	-2.0
Cc1nnc(C)c2c(C)n(C(C)c3ccccc3)c(C)c12 (stereo unspecified)	8	99.1	19.9	101.7	-5.0	/	0.5	99.4	2.1	16	0.0
C=CCn1cc(-c2ccccc2)cc(C#N)c1=O	11	92.2	15.3	99.9	-18.5	/	0.1	97.4	2.7	24	-2.0
CCOC(=O)CCNC(=O)N1CCCC(C(=O)c2ccccc2SC)C1 (stereo unspecified)	6	92.0	10.1	92.5	11.3	15.8	0.3	90.6	2.4	9	-2.0
Cc1ccc(S(=O)(=O)Nc2ccccc2CNc2ccccn2)cc1	9	92.8	15.7	94.2	-1.2	-18.8	0.6	93.6	5.6	13	-8.0
CCCN(CCC)S(=O)(=O)c1ccc(C(=O)NCc2n[nH]c(=S)n2-c2ccc(Cl)c(Cl)c2)cc1	11	102.4	8.3	101.9	-35.8	-5.5	-0.9	100.0	-2.8	78	-1.0
CCOc1ccc2nc(NC(=O)CCC(=O)c3cccs3)sc2c1	11	97.1	27.3	99.6	-38.6	/	0.4	101.6	2.5	23	-6.0
CCOC(=O)C(=CNc1ccc(Cl)cn1)C(=O)OCC	6	102.0	-12.5	?	-1.5	-1.8	/	104.0	/	/	/
Cc1cc(-c2ccccc2)nc(N(C)NC(=O)c2ccc(Cl)cc2)c1S(C)(=O)=O	12	98.8	-6.8	104.2	-26.7	18.6	0.9	101.6	4.1	58	1.0
CS(=O)(=O)N1CCC(C(=O)NCc2ccc(Cl)cc2)CC1	6	93.8	-28.0	?	-11.2	-26.1	/	97.7	/	/	/
CCN1CCC(Nc2ccnc3cc(Cl)ccc23)CC1	6	101.6	27.8	?	-4.8	/	/	101.5	/	/	/
O=C(O)C1=NOC(CNC(=O)c2ccccc2Cl)C1 (stereo unspecified)	24	100.9	-5.6	102.6	-10.0	-0.7	-0.3	104.4	-0.3	7	0.0
CC1CCc2c(C(=O)Oc3cccc(-n4cnnn4)c3)csc2C1 (stereo unspecified)	7	101.1	32.1	100.1	9.2	14.5	0.3	100.8	4.1	15	0.0
COc1ccc(N(CC(=O)Nc2cccc(SC)c2)S(C)(=O)=O)cc1	38	95.3	0.4	97.4	-23.3	/	0.6	97.7	2.3	20	-3.0
CCN(CC)C(=O)CSc1nnc2cc(C)c3ccccc3n12	7	102.3	16.3	106.9	6.8	-10.1	1.0	99.4	5.9	19	-2.0
COc1ccc(-c2nc(-c3ccccc3)[nH]c(=O)c2C#N)cc1	9	100.7	-3.6	100.2	13.7	8.2	0.2	100.7	2.2	19	-3.0
COc1ccccc1CC(=O)NCCc1ccc(S(N)(=O)=O)cc1	37	101.5	21.7	103.1	9.3	/	1.9	98.0	13.8	18	0.0
CN(C)/C=C/C(=O)c1ccncc1	10	99.8	13.8	?	-26.8	/	0.2	100.2	1.0	18	-4.0
COC(=O)c1ccc(C(NC(=O)OCc2ccccc2)/C(F)=C/[C@@H](C)C(=O)NCc2ccc(OC)c(OC)c2)cc1 (stereo partly specified)	11	102.1	1.4	99.8	12.9	-19.9	2.7	102.0	5.8	17	-2.0
Cc1ccccc1Cn1nc(C)c(NC(=O)c2cc3nc(-c4ccco4)cc(C(F)(F)F)n3n2)c1C	8	98.8	30.3	98.5	-37.6	/	20.5	98.1	46.7	12	-2.0
CC1NC(=O)NC1CCCCC(=O)O (stereo unspecified)	4	102.3	6.7	102.4	2.3	-28.0	-0.1	95.4	-0.7	243*	0.0
CC(C)CC(c1nnnn1C1CCCC1)N1CCC(C(N)=O)CC1 (stereo unspecified)	15	101.2	17.3	103.5	0.3	17.1	-0.2	101.5	-0.2	12	0.0
COc1ccccc1NS(=O)(=O)c1ccc(C)c(NC(=O)c2ccc(S(=O)(=O)N3CCCCCC3)cc2)c1	1	101.0	14.0	98.3	8.6	-11.2	-0.2	89.2	-2.2	7	-4.0
Nc1nc(NCCCN2CCOCC2)nc(NCc2ccccc2)c1[N+](=O)[O-]	4	104.8	16.7	?	18.5	5.5	/	102.6	/	/	/
Cc1ccc(N2C(=O)c3cccc4cccc(c34)C2=O)cc1	13	102.9	5.8	103.3	-24.7	/	-0.5	102.3	-0.4	10	-3.0
O=C(CCc1ccccc1)Nc1cccc(NC(=O)CCc2ccccc2)c1	10	100.9	10.4	93.5	-35.3	/	0.5	98.0	17.9	44	-1.0
COCCCNc1nc2ccccc2nc1NS(=O)(=O)c1ccccc1	9	99.8	18.5	98.0	-14.4	/	1.5	99.5	12.1	18	0.0
COc1cc(OC)c(OC)cc1C=NCC1(c2ccccc2)CCCC1	5	96.0	2.1	95.8	-29.8	-23.6	0.2	100.3	5.4	9	-3.0
CC12CCCCC1N(O)C(=O)C(=O)N2O (stereo unspecified)	7	91.0	-29.7	90.0	1.1	/	0.6	81.6	2.6	11	-3.0
CCC(OC(C)=O)c1cc2c(cc1[N+](=O)[O-])OCCO2 (stereo unspecified)	12	99.8	-13.2	99.1	-27.2	-9.8	0.4	97.4	1.2	11	-2.0
Brc1ccc(Nc2ncnc3[nH]ncc23)cc1	7	97.2	-1.6	?	2.9	-7.6	/	98.5	/	/	/
